# Bioassay records deposited in PubChem by several laboratories.
# HSF1 inh: HSF1 inhibition. NIH3T3-HGL HSE-luciferase, MG132-induced, luminescence 8 h; stronger effect = lower value. activity change, negative = inhibition, % at 7.5 µM (by protocol). 300,000 compounds, 0.77% hits;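 active = more than half of replicate wells show activity change below -50%, luminescence cut by over half; inconclusive = some wells, but at most half, below -50%; inactive = no replicate well below -50%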;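 also: luciferase reports HSF-1 transcriptional activity via heat shock element; 0% = median of DMSO wells and -100% = zero luminescence signal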
# HSF-1 act: increases HSF-1 driven luciferase reporter signal; NIH3T3-HGL HSF-1 luciferase reporter, MG132, 8 h; 100% = twice DMSO control signal; activation, % at 9 µM; 300,000 compounds, 1.7% hits; AID 504408;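 active = mean replicate activation of at least 50% with a set share of replicates each reaching 50%; inconclusive = only one of those two conditions met; inactive = mean below 50% and too few replicates reaching it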;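 also: 0% = median of the neutral control wells and 100% = twice that signal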
# AI-2 QS modul: modulates the Vibrio harveyi AI-2 quorum sensing system | Vibrio harveyi JMH597 AI-2 luminescence/OD600 ratio, 9 h; stronger effect = lower value; strain lacks LuxN and CqsS sensors; 0 = neutral-control median | activity change, % at 7.5 µM | 300,000 compounds, 0.4% hits | AID 2094; in the data active = activity change below about -75%, passing the limit was not always enough; inconclusive = no clear call, values can overlap the other calls;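 also: luminescence divided by OD600 gain over 9 h not by final OD600 alone; inactives centre near 13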
# GSK3 alpha inh: human GSK-3 alpha kinase inhibition; P49840; ADP-Glo luminescence, 60 min; inhibition, % at 10 µM; 320,000 compounds, 0.1% hits; AID 2650;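 in the data active = inhibition above about 50%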;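 also: GST-tagged GSK-3 alpha with peptide substrate and 25 µM ATP; 0% = DMSO neutral wells and 100% = GW8510 positive control wells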
# Target sequence (P49840 whole entry, looked up): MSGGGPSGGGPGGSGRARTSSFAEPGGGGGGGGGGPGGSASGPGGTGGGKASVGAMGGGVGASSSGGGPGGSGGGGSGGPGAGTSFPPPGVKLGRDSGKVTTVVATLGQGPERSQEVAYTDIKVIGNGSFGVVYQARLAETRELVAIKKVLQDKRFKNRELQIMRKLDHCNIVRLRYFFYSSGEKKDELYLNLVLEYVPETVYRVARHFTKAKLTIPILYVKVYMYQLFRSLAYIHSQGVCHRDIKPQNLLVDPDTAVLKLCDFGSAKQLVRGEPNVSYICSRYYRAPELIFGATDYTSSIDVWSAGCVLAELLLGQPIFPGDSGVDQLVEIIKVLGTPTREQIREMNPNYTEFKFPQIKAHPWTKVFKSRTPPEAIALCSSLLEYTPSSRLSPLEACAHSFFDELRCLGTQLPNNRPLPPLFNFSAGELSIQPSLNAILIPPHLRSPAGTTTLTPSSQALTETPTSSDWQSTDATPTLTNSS
# HDAC3 inhib: human HDAC3 inhibition; AID 2718; O15379; 320,000 compounds, 0.15% hits; inhibition, % at 8.3 µM; recombinant HDAC3, fluorogenic peptide/trypsin coupled, fluorescence; in the data active = inhibition above about 26%, passing the limit was not always enough; inconclusive = no clear call, values can overlap the other calls
# Target sequence (O15379 whole entry, looked up): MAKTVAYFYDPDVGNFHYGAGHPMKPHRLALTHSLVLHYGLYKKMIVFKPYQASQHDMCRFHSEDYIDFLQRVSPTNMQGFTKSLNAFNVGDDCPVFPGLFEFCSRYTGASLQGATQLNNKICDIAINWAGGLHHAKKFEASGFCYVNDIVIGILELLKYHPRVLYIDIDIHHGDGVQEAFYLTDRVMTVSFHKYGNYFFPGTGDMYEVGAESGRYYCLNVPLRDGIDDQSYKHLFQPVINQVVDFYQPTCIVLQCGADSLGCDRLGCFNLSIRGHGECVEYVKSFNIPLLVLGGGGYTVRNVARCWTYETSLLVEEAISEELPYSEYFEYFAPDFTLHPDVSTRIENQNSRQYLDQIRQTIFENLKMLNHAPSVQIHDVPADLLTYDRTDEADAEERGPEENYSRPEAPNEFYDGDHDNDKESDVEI
# HSP90 inh: HSP90 refolding inhibition in rabbit reticulocyte lysate; inhibition, % at 5.6 µM; AID 1789; 290,000 compounds, 0.91% hits; luciferase refolding luminescence, 3 h;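 active = inhibition above the screen-wide mean plus 3 SD, computed separately per campaign, cut at about 16% in these data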;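 also: 0% = DMSO wells and 100% = 60 µM geldanamycin wells; inhibitors lower the luminescence because luciferase stays unfolded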
# GSK3beta inhib: inhibitors of human GSK3beta kinase | AID 2097 | P49841 | 300,000 compounds, 0.038% hits | activity score (negative = inhibition), % at 10 µM | GST-GSK3beta kinase, ADP-Glo luminescence, 60 min; stronger effect = lower value;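 active = more than half of replicate wells score below -50%, meaning over 50% inhibition versus plate controls; inconclusive = some replicates but at most half score below -50%; inactive = no replicate scores below -50%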;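 also: 0% = median DMSO wells and -100% = median GW8510 positive control wells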
#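 Test system: GST-tagged human GSK3beta kinase, cell-free; evaluation: activity score scaled between in-plate DMSO and GW8510 controls; measured by: ADP-Glo luminescence; incubation: 60 min reaction, RT; benchmarks: DMSO and 20 µM GW8510; reagent: peptide substrate plus 25 µM ATP (final); medium: Tris/MgCl2 kinase buffer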
# Platelet DG rel: platelet dense granule release activity. human platelet-rich plasma, SFLLRN dense granule ATP release, luminescence. inhibition, %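 (compounds screened at 7.5 µM in platelet-rich plasma)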. 300,000 compounds, 0.22% hits. AID 1663;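 active = mean replicate score, as percent of positive control, at or above 50; inconclusive = mean below 50 but at least one replicate at or above 50; inactive = mean and every replicate below 50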
# Dyrk1A ADPGlo: inhibitors of rat Dyrk1A kinase; AID 504441; 310,000 compounds, 0.43% hits; inhibition, % at 12.5 µM; ADP-Glo luminescence, NFATc1 peptide; Q63470; in the data active = inhibition above about 50%;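 also: plate controls were vehicle with enzyme for no effect and no enzyme for full effect; many of its hits are not listed in these tables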
# PolyA inh: inhibitors of polyadenylation in S. cerevisiae; 300,000 compounds, 0.02% hits; S. cerevisiae SKY197-pL101 polyadenylation reporter, beta-gal luminescence; efflux-impaired pdr1/pdr3 knockout yeast; score 100 = 6 SD above DMSO; calls only at 12 µM;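 active = lowest replicate activity score at least 50, where 100 means six control SD above control mean; inconclusive = lowest score under 50 but half or more replicates reach 50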;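 also: yeast exposed to compound for 9 h at 30 °C; higher score means more reporter readthrough which indicates perturbed polyadenylation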
# * = called active by the depositor; i = inactive; ? = inconclusive; . = not tested or not shown. Only part of the results is shown, so the mix of outcomes need not match the whole.
Molecule	HSF1 inh	HSF-1 act	AI-2 QS modul	GSK3 alpha inh	HDAC3 inhib	HSP90 inh	GSK3beta inhib	Platelet DG rel	Dyrk1A ADPGlo	PolyA inh
CCc1ccccc1Nc1nc(N)nc(COC(=O)c2cccn2C)n1	5.8	13.5	13.0	-3.3	-0.4	3.0	-6.3	-5.9	2.0	i
CCC(=O)Nc1cccc2ccccc12	5.7	4.1	5.0	-2.1	-3.2	0.3	-1.7	-2.2	7.1	i
O=C(C[n+]1ccc(C(=O)N/N=C/c2ccc(Br)cc2)cc1)c1ccccc1	2.3	-5.1	7.8	-0.3	0.2	-0.1	-1.6	-0.3	.	i
O=C(NCc1ccccc1F)C1CCCN1C(=O)Nc1ccccc1 (centres undefined)	-7.9	1.3	2.4	-0.8	6.9	0.0	-4.7	3.2	5.1	i
O=C(COC(=O)CC1c2ccccc2CCN1S(=O)(=O)c1ccc(F)cc1)Nc1ccccc1 (centres undefined)	-3.6	-8.0	21.7	2.8	6.6	-1.1	3.9	5.0	-5.4	i
O=C(NC1CC1)c1cccc(Br)c1	-2.6	-11.7	12.8	0.6	4.3	-2.9	-0.9	-2.5	0.8	i
CCc1nnc(NC(=O)C2CCN(S(=O)(=O)c3ccc(C)cc3)CC2)s1	5.1	0.5	12.6	-0.8	-0.4	4.2	0.8	-2.5	-4.8	i
C/C(=N/NC(=O)c1cccs1)c1cccc(NC(=O)C2CC2)c1	29.6	32.8	16.9	2.7	-1.0	-3.6	0.4	4.0	-5.6	i
COc1ccc(CNC(=O)c2ccccc2NS(C)(=O)=O)cc1	-0.5	5.7	2.8	0.6	-12.2	5.0	0.6	3.5	-1.1	i
OCCC1CN(Cc2ccc3nsnc3c2)CCN1CCc1ccccc1 (centres undefined)	8.1	1.6	13.6	-3.3	?	2.2	1.4	1.9	-2.3	.
CC(C)(O)C#Cc1ccc(C(=O)N2CCC(C(N)=O)(N3CCCCC3)CC2)o1	-6.4	-10.7	13.7	.	.	-2.6	2.2	-2.5	2.2	i
NC(=O)[C@@H]1CCCCNc2c(F)cc([N+](=O)[O-])cc2C(=O)N[C@@H](CC(=O)O)C(=O)NCC(=O)N1	-2.1	4.6	21.0	1.2	4.6	-1.7	3.1	-1.0	1.0	i
COc1ccccc1CC(=O)NNC(=O)c1ccco1	-11.1	-12.4	20.5	0.0	-4.7	0.0	0.8	8.9	3.0	i
COc1ccc(CCn2c(=O)[nH]c3cc(C(=O)N4CCN(c5ccccc5)CC4)ccc3c2=O)cc1OC	-2.0	16.1	29.9	-1.5	2.8	-4.4	-1.5	0.1	-9.4	i
CC12CCC(=O)N1C(C(=O)Nc1nc(-c3cc(F)ccc3F)cs1)CS2 (centres undefined)	9.2	1.9	3.4	-2.9	0.6	.	2.2	9.6	-7.1	i
Cc1ccc2c(c1)C(O)(CC(=O)c1cccc(-n3cccc3)c1)C(=O)N2 (centres undefined)	-0.4	-1.1	30.1	0.7	12.4	-6.8	0.3	4.4	2.4	i
CC1Cc2ccccc2N1C(=O)COc1cccc(-n2cnnn2)c1 (centres undefined)	-9.4	13.9	11.2	-1.5	0.9	2.5	0.8	0.1	0.1	i
CCOC(=O)C(=CNc1ccc(N2CCOCC2)cc1)C(=O)OCC	4.9	11.5	5.1	0.2	9.1	0.6	-1.1	13.7	14.6	i
Cc1ccc2[nH]c3c(NCc4ccco4)ncnc3c2c1	9.4	24.6	9.1	-2.3	-18.2	-2.2	-9.9	-2.4	17.5	.
COC(=O)c1ccccc1NC(=O)Cn1cc(Br)cn1	2.4	3.0	11.0	-2.5	1.1	1.6	-0.3	-3.2	5.7	i
Cc1ccc(S(=O)(=O)N2CCCC(C(=O)NCc3cccnc3)C2)cc1Cl (centres undefined)	0.2	13.1	13.6	0.1	1.0	2.8	-5.5	-5.0	4.5	i
O=C(NCc1ccco1)C(=O)NCC1OCCCN1S(=O)(=O)c1ccc(Cl)cc1 (centres undefined)	-4.4	10.7	-1.5	0.9	-1.4	-2.6	-7.0	11.6	1.7	i
O=C(NCCN1CCN(c2ccccc2)CC1)C1CCN(S(=O)(=O)c2cccc3nonc23)CC1	-10.2	8.7	0.9	0.4	-15.6	-1.3	-2.0	-5.5	-3.1	i
O=C(CSc1nc2ccc(Cl)cc2[nH]1)c1cccs1	17.3	8.2	22.5	0.9	2.3	4.3	-2.4	0.4	16.2	i
CCOC(=O)N/N=C/C=C/c1ccccc1	3.0	33.4	14.5	-4.2	-4.2	-3.1	-2.4	-15.5	-2.4	i

# Next section, overlapping the part above by 3 compounds.
Molecule	HSF1 inh	HSF-1 act	AI-2 QS modul	GSK3 alpha inh	HDAC3 inhib	HSP90 inh	GSK3beta inhib	Platelet DG rel	Dyrk1A ADPGlo	PolyA inh
O=C(NCCN1CCN(c2ccccc2)CC1)C1CCN(S(=O)(=O)c2cccc3nonc23)CC1	-10.2	8.7	0.9	0.4	-15.6	-1.3	-2.0	-5.5	-3.1	i
O=C(CSc1nc2ccc(Cl)cc2[nH]1)c1cccs1	17.3	8.2	22.5	0.9	2.3	4.3	-2.4	0.4	16.2	i
CCOC(=O)N/N=C/C=C/c1ccccc1	3.0	33.4	14.5	-4.2	-4.2	-3.1	-2.4	-15.5	-2.4	i
COc1ccc2c(c1OC)C(=O)N1N=C(c3ccc(F)cc3)CC21 (centres undefined)	1.6	7.5	24.0	1.1	0.6	1.3	-4.4	3.9	-4.8	i
COc1cc(/C=C(\NC(C)=O)C(=O)NC(C)(C)C)ccc1OC(C)=O	-19.3	-11.8	31.7	-1.6	-0.1	-2.8	1.0	-7.1	-1.8	i
CCCSc1nc(O)c(C2OC(=O)c3c2ccc(OC)c3OC)c(=O)n1-c1ccccc1 (centres undefined)	-8.8	-15.3	23.1	3.7	-4.0	4.7	-2.2	-3.8	2.3	i
COc1cccc(COC(=O)C2CCN(S(=O)(=O)c3ccc(C)cc3C)CC2)c1OC	-1.2	11.0	30.5	-2.1	12.1	.	-0.1	-5.3	-0.5	i
COc1ccc(NC(=S)NCc2ccco2)c(OC)c1	0.0	-0.6	14.5	-4.1	-7.5	4.4	3.4	-3.4	-3.1	i
COc1ccc(C(=O)n2nc(-c3ccco3)nc2SC)cc1OC	-17.4	-33.2	16.7	-1.1	?	7.4	1.6	2.5	1.2	i
CCCC/C(O)=C1\C(=O)CC(C)(C)CC1=Nc1ccccc1OC	6.6	3.9	26.5	.	3.6	-10.1	0.8	12.6	-2.9	i
COc1ccc(NC(=O)c2cc(C)cc(C)c2)cc1[N+](=O)[O-]	15.4	25.4	17.8	-1.2	5.3	-3.3	-3.2	-1.1	1.6	i
CCc1ccc(NC(=O)c2cccnc2)cc1	8.0	2.5	25.1	7.0	1.2	1.0	3.1	4.1	-5.8	i
Cc1ccc(CCNC(=O)CCn2ccc3cc(S(=O)(=O)N4CCCC4)ccc32)cc1	9.0	5.8	14.3	2.9	2.1	-5.6	4.7	4.9	10.7	i
O=C1CCCC2=C1C(c1ccc(O)c(O)c1)Nc1ccc3ncccc3c12 (centres undefined)	1.2	8.1	14.4	5.9	6.5	-2.6	-1.3	-1.7	-2.4	i
O=C(c1ccco1)N1CCN(C(=O)c2cnn3c(C(F)(F)F)cc(-c4cccs4)nc23)CC1	-5.8	-18.3	23.4	-0.8	0.3	4.1	1.6	15.4	-5.5	i
CCc1ccc(N(CC(=O)NCc2ccc(OC)cc2)C(=O)CCC(=O)Nc2ccccn2)cc1	-2.4	11.3	17.1	-1.0	-3.0	-1.2	-3.3	1.3	-8.0	i
Cc1ccc(CS(=O)Cc2ccc(C(=O)N3CCN(C4CCCCC4)CC3)o2)cc1 (centres undefined)	-0.7	-20.6	15.9	0.6	-2.6	3.5	-0.5	-6.4	4.0	i
O=C(CCN1c2ccccc2Sc2ccccc21)Nc1ccccc1	10.8	20.1	21.2	0.1	-9.6	0.3	-1.6	2.7	2.0	i
CN(C)S(=O)(=O)c1cc(NC(=O)COC(=O)Cc2ccc(Br)cc2)ccc1Cl	0.0	3.5	-19.9	0.1	3.3	2.3	-27.7	?	-1.3	i
CCc1ccc2c(c1)C1(SC(NC(C)=O)=NN1C(C)=O)C(=O)N2CC (centres undefined)	-0.3	15.6	23.1	-2.3	0.5	-0.6	-0.8	-4.2	-2.7	i
CN(C)S(=O)(=O)N1CCN(CC(=O)Nc2ccc(Br)cc2)CC1	-6.8	-10.4	21.0	0.4	-3.2	-2.0	-1.8	-11.8	-1.0	i
CCOc1cc(CNn2cnnc2SCC(=O)NC(C)(C)C)ccc1OCC(=O)NC(C)(C)C	1.6	6.5	7.1	-1.6	5.3	1.7	-2.0	-10.1	-1.6	i
CCOc1ccc(NC(=O)c2ccco2)c([N+](=O)[O-])c1	24.3	54.4*	29.4	-1.3	6.4	-4.7	-1.8	2.1	-5.8	i
O=C(Nc1ccc(Oc2c(F)c(F)c(F)c(F)c2F)cc1)OC1CCN2Cc3ccccc3N=C12 (centres undefined)	-13.5	-16.2	4.2	3.8	4.1	1.3	-3.4	-2.3	-6.8	i
COc1cccc(N(C(=O)c2snc(C(N)=O)c2N)C(C(=O)NCc2ccccc2)c2ccc(O)cc2)c1 (centres undefined)	9.8	15.5	40.2	2.4	-8.0	-2.1	0.9	-5.5	0.4	i
CNC(=O)c1sc(Nc2ccc(OCc3ccccc3)cc2)nc1C	4.8	17.1	25.3	0.0	-2.4	-8.8	-0.7	1.4	-5.9	i
O=C(Cc1csc(NC(=O)Nc2ccc(Cl)cc2)n1)NCc1cccnc1	19.6	34.2	-1.6	1.7	0.8	.	1.3	21.3	1.2	i
CCCOc1cccc(C2C(C(=O)c3ccco3)=C(O)C(=O)N2CCCn2ccnc2)c1 (centres undefined)	-12.0	21.3	28.6	-1.6	4.6	1.1	-1.7	-7.7	-4.5	i
COCCNC(=O)CN(C(=O)CCC(=O)Nc1ccccn1)c1ccc(C)cc1C	-7.9	-10.9	-2.8	-1.2	2.0	4.2	-1.3	1.0	-6.3	i
Cc1ccc(C)c2[nH]c(=O)c(C(c3nnnn3CCc3ccccc3)N3CCOCC3)cc12 (centres undefined)	-6.6	7.0	29.7	3.7	-6.2	1.9	-0.9	-11.1	10.2	i
